MmCpn inh: M. maripaludis TRiC chaperonin inhibition; purified Mm-Cpn ATPase, ADP Transcreener TR-FRET; Potency, µM (doses to about 76.9 µM), for inactives: top-dose activity, negative = inhibition, hits mostly inhibitors; 330,000 tested, 0.031% active; AID 504842; further: potency means the concentration at half of the fitted maximal effect; on the % scale 0 is the no-effect control and ±100 the full control effect; nearly all actives have a fitted effect of over 80% in size
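Purified archaeal Mm-CPN (25nM final) preincubated 10 min at 37degC with compound, then 10uM ATP for 30 min at 37degC; ADP measured by HTRF Transcreener TR-FRET; buffer 30 mM TRIS pH 7.4, 100mM KCl, 5mM MgCl2, 1mM DTT.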
aSyn rescue: inhibitors of alpha-synuclein toxicity in yeast; Potency, µM (top dose mostly 46.1 µM), inactives show at the top dose growth rescue (activation), hits mostly activators; Yeast expressing alpha-synuclein, growth rescue, BacTiter-Glo, 24 h; 370,000 tested, 0.14% active; further: potency means the concentration at half of the fitted maximal effect; % of control where 0% means no effect; nearly all actives have a fitted effect of over 65% in size
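Screening used galactose-induced yeast with toxic alpha-synuclein levels, exposed to compound for 24 hr at 30 deg C. Cell growth, read with BacTiter-Glo luminescence, gave the measured signal.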
GLP1R cytotox: cytotoxic in the GLP-1 receptor inverse agonist counter-screen; HEK293 cAMP-luciferase reporter cells, luminescence, 24 h; Potency, µM (series often up to 38.3 µM), without a hit: at the highest dose activity change, negative = inhibition, hits mostly inhibitors; 410,000 tested, 0.13% active;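 further: loss of luciferase light is scored as toxicity; potency means the concentration at half of the fitted maximal effect; on the % scale 0 is the no-effect control and ±100 the full control effect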
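Compound-treated cells are incubated 24 hr at 37 deg C under 5% CO2 after a 12 hour attachment period, then luciferase detection reagent is added and luminescence is measured following 12 min at room temperature; lowered signal indicates toxicity.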
pAkt inh: blocks phosphorylation of Akt; Neuro2A IGF-stimulated pAkt S473 HTRF, 20 min; hits give low values; 360,000 tested, 0.32% active; activity change, % for hits at 50 µM; in the data active means activity change below about -80%; inconclusive means mostly about -51% to -80%; further: on the % scale 0 is the no-effect control and ±100 the full control effect
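Neuro2A cells (4,500/well, DMEM with 0.5% FBS) were treated with compound at a single 50 µM final concentration, stimulated with 6 nM IGF for 20 min at 37 °C, and lysed. Phospho-Akt Ser473 was read by HTRF as 665/615 ratio ×10^4.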
TDP43 rescue: rescues yeast growth from TDP-43 toxicity | Potency, µM (series often up to 46.1 µM), without a hit: at the top dose growth rescue (activation), most hits filed as activators | 410,000 tested, 1.8% active | TDP-43 expressing yeast growth rescue, BacTiter-Glo, 24 h | AID 652104; further: potency means the concentration at half of the fitted maximal effect; % of control where 0% means no effect; nearly all actives have a fitted effect of over 50% in size
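Luminescence from BacTiter-Glo reports growth of TDP-43-expressing yeast after 24 hr at 30 deg C with compound. Cells were raffinose-pregrown to mid-log, then seeded in galactose medium at OD600=0.02.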
GLP-1R inv ag: acts as inverse agonist at human GLP-1 receptor; P43220; Potency, µM (doses to about 38.3 µM), without a hit: at the top dose activity change, negative = inhibition, most hits filed as inhibitors; HEK293 GLP-1R CRE-luciferase, luminescence, 24 h; GLP-1R form is constitutively active; 410,000 tested, 1.6% active; further: potency means the concentration at half of the fitted maximal effect; on the % scale 0 is the no-effect control and ±100 the full control effect; nearly all actives have a fitted effect of over 55% in size
Target sequence (P43220 whole entry, looked up): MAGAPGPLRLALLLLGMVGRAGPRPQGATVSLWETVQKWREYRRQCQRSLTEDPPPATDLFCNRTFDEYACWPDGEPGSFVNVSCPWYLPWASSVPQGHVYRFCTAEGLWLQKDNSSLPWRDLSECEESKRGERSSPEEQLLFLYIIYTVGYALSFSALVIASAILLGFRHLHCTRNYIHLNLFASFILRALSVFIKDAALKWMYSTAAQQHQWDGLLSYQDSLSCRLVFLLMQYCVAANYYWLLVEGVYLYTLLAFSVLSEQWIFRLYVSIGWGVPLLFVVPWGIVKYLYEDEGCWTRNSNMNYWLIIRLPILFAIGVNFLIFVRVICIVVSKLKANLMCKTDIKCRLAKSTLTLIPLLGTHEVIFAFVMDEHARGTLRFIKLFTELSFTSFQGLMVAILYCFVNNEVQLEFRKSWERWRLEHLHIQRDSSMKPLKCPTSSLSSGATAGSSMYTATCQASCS
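Inverse agonism was detected as reduced cAMP-driven luciferase luminescence after 24 h compound treatment. The cells were HEK293 clones expressing constitutively active human GLP-1R with the reporter. Reporter-only and GPR119 cell lines served as counterscreen controls.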
Abeta rescue: A-beta toxicity reversal in yeast. Potency, µM (titrated, usually from 46.1 µM), inactives show top-dose growth rescue, usual class: activators. yeast expressing A-beta42, growth rescue, OD600, 48 h; response scale: 0% DMSO, 100% iron-clioquinol control. 410,000 tested, 0.063% active. AID 1347071; further: potency means the concentration at half of the fitted maximal effect; nearly all actives have a fitted effect of over 55% in size
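Yeast growth medium received pinned compounds, then yeast cells expressing toxic A-beta were added; plates incubated at 30 C for 48 hr. Growth read as absorbance at 600 nm, normalized to DMSO and equimolar FeCl3 plus clioquinol controls.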
PTHR1 agonist: PTHR1 (human) receptor agonism | Potency, µM (doses to about 115 µM), for the others: top-dose activation, usual class: activators | HEK293 GP2 PTHR1 cells, GloSensor cAMP luminescence, 1 h | 410,000 tested, 0.075% active | AID 743266; further: potency means the concentration at half of the fitted maximal effect; nearly all actives have a fitted effect of over 55% in size; some results filed as inactive show a strong effect at the top dose; inactives centre near -15; many of its hits are not listed in these tables
Target sequence (Q03431 whole entry, looked up): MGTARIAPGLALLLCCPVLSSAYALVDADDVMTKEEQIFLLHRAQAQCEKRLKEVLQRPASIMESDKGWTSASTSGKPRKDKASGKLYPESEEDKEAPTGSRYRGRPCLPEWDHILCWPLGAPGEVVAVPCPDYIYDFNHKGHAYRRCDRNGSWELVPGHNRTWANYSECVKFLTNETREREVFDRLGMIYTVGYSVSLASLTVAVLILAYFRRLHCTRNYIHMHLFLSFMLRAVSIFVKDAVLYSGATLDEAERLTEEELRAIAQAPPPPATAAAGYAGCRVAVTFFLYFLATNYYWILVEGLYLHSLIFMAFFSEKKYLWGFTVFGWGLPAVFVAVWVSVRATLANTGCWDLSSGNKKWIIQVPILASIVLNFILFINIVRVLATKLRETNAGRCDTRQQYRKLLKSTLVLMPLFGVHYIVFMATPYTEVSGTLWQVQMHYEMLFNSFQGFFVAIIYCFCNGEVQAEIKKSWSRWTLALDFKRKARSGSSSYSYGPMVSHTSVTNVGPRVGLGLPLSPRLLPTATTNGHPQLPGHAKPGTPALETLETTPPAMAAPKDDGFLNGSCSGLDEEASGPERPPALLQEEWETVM
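HEK-293-derived GP2 cells expressing PTHR1 and a GloSensor cAMP reporter, 3,000/well, plated overnight, given luciferin plus IBMX (each 0.5 mM as added) for 1 h at 37 °C, then compound for 1 h at 37 °C. Luminescence was read after 15 min at room temperature.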
FUS yeast rescue: suppressors of FUS proteinopathy in yeast; Potency, µM (series often up to 76.6 µM), for the others: at the top dose growth rescue (activation), most hits filed as activators; S. cerevisiae FUS-expressing, growth rescue, OD600, 24 h; 390,000 tested, 0.24% active;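 further: potency means the concentration at half of the fitted maximal effect; plate controls were DMSO vehicle for no effect and reference control for full effect; nearly all actives have a fitted effect of over 55% in size; some results filed as inactive show a strong effect at the top dose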
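Yeast FUS proteinopathy model; galactose-induced FUS (2%), starting OD 0.005. Cpds in dilution series, 24hr, 30C, 99% humidity. Abs 600 nm growth. Pos ctrl CP55940 (top 92uM final); neg ctrl DMSO.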
The depositor's hits bear a star; i = inactive; ? = inconclusive; . = no result given; & = joins results of further samples; [ ] = remark or other dose. Unless noted, the call rests on the fitted dose curve; in most records, active means well fitted curve in the direction sought with a large enough effect; inconclusive means small, poorly fitted or top-dose-only effect, or another doubt; inactive means no such curve, though single readings can be large; an effect the other way counts as inactive or inconclusive. Not all compounds are listed; rates above refer to the full screens.

Start of the listing, in advance, two compounds:
SMILES	MmCpn inh	aSyn rescue	GLP1R cytotox	pAkt inh	TDP43 rescue	GLP-1R inv ag	Abeta rescue	PTHR1 agonist	FUS yeast rescue
COC(=O)CNc1cc(S(=O)(=O)N2CCCCC2)ccc1Oc1ccc(C(=O)OC)cc1	-1%	?	-9%	i	-2%	?	-15%	-80%[inhibitor]	2%
CC(=O)N1CCc2cc(S(=O)(=O)CCC(=O)Nc3cc(C)cc(C)c3)ccc21	-1%	-7%	-4%	i	-11%	12%	2%	6%	5%

The listing, from the first entry:
SMILES	MmCpn inh	aSyn rescue	GLP1R cytotox	pAkt inh	TDP43 rescue	GLP-1R inv ag	Abeta rescue	PTHR1 agonist	FUS yeast rescue
COC(=O)CNc1cc(S(=O)(=O)N2CCCCC2)ccc1Oc1ccc(C(=O)OC)cc1	-1%	?	-9%	i	-2%	?	-15%	-80%[inhibitor]	2%
CC(=O)N1CCc2cc(S(=O)(=O)CCC(=O)Nc3cc(C)cc(C)c3)ccc21	-1%	-7%	-4%	i	-11%	12%	2%	6%	5%
Cc1ccc(SCCNC(=O)c2ccccc2)cc1	-5%	5%	-11%	i	?	-17%	21%	-4%	-1%
O=C(c1ccccc1)N1CCN(C(=O)C23CC4CC(CC(C4)C2)C3)CC1	-1%	-2%	-4%	i	6%	?	-24%	-27%	21%
COCC(C)n1c(SCc2ccc(C(=O)OC)cc2)nc2ccccc2c1=O (stereo not given)	0%	-9%	2%	i	3%	?	-4%	-20%	10%
COc1ccccc1C(CNC(=O)c1cccc(S(=O)(=O)Nc2ccc(F)cc2)c1)N(C)C (stereo not given)	0%	-6%	-5%	i	12%	?	-1%	-16%	5%
Cc1ccc(Nc2ccc([N+](=O)[O-])nc2[N+](=O)[O-])cc1	-3%	0%	-17%	i	?	0%	-14%	i	-8%
COc1ccc(F)cc1C(=O)C1CCCN(Cc2cn(C)c3ccccc23)C1 (stereo not given)	2%	0%	?	i	0%	3.5µM*	8%	-39%[inhibitor]	19%
O=C(Nc1nc(-c2ccccn2)cs1)c1cc2ccccc2o1	-1%	?	-18%	i	?	-2%	-83%[inhibitor]	-16%	39%
CCN(CC)S(=O)(=O)c1ccc2[nH]c(=O)c3ccccc3c2c1	0%	6%	-1%	i	-7%	14%	-14%	-16%	-26%
CN(CC(=O)Nc1ccc(Cl)c(C(F)(F)F)c1)C(=O)COc1cccc2cccnc12	.	13%	14%	i	8%	-21%	8%	-37%[inhibitor]	-4%
COc1ccc(-c2ccc3[nH]c4c(c3c2)CCN2C[C@H]3[C@H](C)ON(C)[C@H]3C[C@@H]42)cc1	.	-1%	5%	i	18%	?	-21%	-39%[inhibitor]	37%
CCS(=O)(=O)N1CC(=O)N(c2cccc(C)c2C)C(C)(C(=O)NC2CCCCCC2)C1 (stereo not given)	.	.	-10%	.	12%	4%	-35%	i	10%
COc1ccccc1CNC(=O)CCc1c(C)nc2cc(-c3ccccc3OC)nn2c1C	-2%	0%	13%&-17%	i	5%&7%	-3%&-20%	-10%&-9%	-5%&-65%	28%&26%
CCCCNC(=O)CSc1nc2n[nH]c(C)c2c(=N)n1-c1cccc(C)c1	.	.	-14%	.	16%	10%	4%	i	8%
CSc1ccc(/C=N/NC(=O)c2cccc(Cl)c2)cc1	-3%	-8%	?	i	30%	?	6%	-27%	.
Cc1ccc(C(=O)Nc2cc(Cl)ccc2Oc2ccccc2)cc1[N+](=O)[O-]	3%	-3%	-2%[1.53 µM]	i	9%	-10%	12%	-87%[inhibitor]	14%
COc1ccc(Cn2c(=N)c(C(=O)NCC3CCCO3)cc3c(=O)n4ccccc4nc32)cc1 (stereo not given)	2%	1%	-10%	i	18%	24%	-9%	i	6%
COc1ccccc1C(=O)N/N=C(\C)c1ccc(NC(=O)Cc2ccccc2)cc1	3%	-9%	-24%	i	22%	?	5%	-6%	-3%
COc1cccc(-c2cccc(NC(=O)C3CCN(C4CCOCC4)CC3)c2)c1	2%	-1%	7%	i	-6%	13%	.	?	17%
COc1ccc(CC(=O)Nc2ccc(-c3noc(-c4ccc(Cl)cc4)n3)cc2)cc1	3%	-6%	-21%	.	-8%	3%	-64%[inhibitor]	i	33%
O=C(CN1C(=O)C2C3CCC(C3)C2C1=O)OCC(=O)c1ccc(Br)cc1 (stereo not given)	0%	2%	2%	i	2%	11%	-5%	i	9%
COc1ccc2cc(Br)ccc2c1CC(=O)N1CCCC1	-4%	13%	-8%	i	-12%	?	3%	-6%	13%
CCC(OC(=O)CNS(=O)(=O)c1ccccc1)C(=O)c1ccccc1 (stereo not given)	3%	-2%	3%	i	-24%	12%	-4%	-14%	23%
CC(C1CC1)N(Cc1ccccc1)C(=S)Nc1ccccc1Cl (stereo not given)	1%	-12%	?	i	28%	-27%	?	-12%	2%
COc1ccc(CNC(=O)CN(Cc2ccccc2)C(=O)CCC(=O)Nc2ccccn2)cc1	0%	0%	-5%	i	-10%	-6%	3%	i	18%
Cc1ccc(S(=O)(=O)c2nnn3c2nc(NCc2cccs2)c2sccc23)cc1	.	.	-3%	.	8%	14%	-12%	-26%	3%
Cc1ccc(OCC(=O)Nc2c(C)nn(-c3ccccc3)c2C)c(Br)c1	3%	-5%	-2%	i	1%	?	3%	-46%[inhibitor]	15%
Oc1ccc(/C=N/Nc2ccc(C(F)(F)F)cn2)cc1O	-8%	-3%	-3%	i	0%	20%	-2%	-38%[inhibitor]	26%
O=C(NCc1ccc2c(c1)OCO2)c1ccc(-n2cnnn2)cc1	0%	-1%	-12%	i	-6%	1%	5%	i	4%
Cc1ccc(C(C)NC(=O)c2cccs2)cc1 (stereo not given)	.	-14%	15%	i	-5%	?	-11%	-17%	17%
CCCCCCCCCS(=O)(=O)Nc1cc(C)ccn1	-4%	-7%	14%	i	5%	10%	-14%	i	2%
COc1cccc(N(CC(=O)NCC2CCCO2)C(=O)CCC(=O)Nc2nccs2)c1 (stereo not given)	-5%	-2%	18%	i	4%	1%	-5%	-27%	14%
O=C(CSCc1ccccc1Cl)N1CCN(c2ccc(Cl)cc2)CC1	.	.	5%	.	16µM*	?	11%	-23%	?
Cc1cccc(OCCNc2ccc([N+](=O)[O-])cn2)c1	1%	2%	-1%[0.307 µM]	i	13µM*	3%[0.307 µM]	30%	-26%	-1%
COc1ccccc1NC(=O)N(O)C1(C#N)CCCCC1	.	2%	0%	i	0%	1%	7%	i	.
COc1cc(C(=O)NCc2ccco2)cc(OC)c1OC	-26%	6%	-2%	i	20%	21%	15%	i	4%
C[C@H](CO)N1C[C@H](C)[C@@H](CN(C)C(=O)NC2CCCCC2)Oc2c(NC(=O)CCC(F)(F)F)cccc2C1=O	0%	-2%	5%	i	-5%	17%	8%	-1%	7%
CN(CCCNC(=O)Cn1c(=O)c2cccn2c2ccccc21)Cc1ccccc1	3%	-5%	-10%	i	-12%	?	1%	-24%	0%
CCS(=O)(=O)N1CCc2cc(C(=O)Nc3ccc(C)c(Cl)c3)ccc21	.	.	-29%	.	-18%	?	0%	-12%	13%
O=C(COC(=O)c1cc(NS(=O)(=O)c2cccs2)ccc1O)Nc1cc(Cl)ccc1Cl	-2%	-10%	-21%	i	8%	-16%	1%	-19%	-7%
O=C(COc1ccc2ccccc2c1CN1CCOCC1)N1CCc2ccccc21	0%	0%	?	i	0%	?	7%	i	6%
CCSCCNC(=O)c1cncc(Br)c1	-1%	-9%	2%	i	5%	4%	19%	-3%[57.5 µM]	26%
CCS(=O)(=O)c1ncc(Cl)c(C(=O)NCc2ccccc2)n1	.	.	-23%	.	30%	-11%	-8%	0%	14%
CCOC(=O)N1CCC(N(CCN(C)C)C(=S)Nc2cccc(Cl)c2)CC1	-2%	-2%	-5%	i	5%	11µM*	-7%	-28%	-31%
CC(C)CC(=O)Nc1nnc(S(=O)(=O)N2CCCCCC2)s1	-1%	10%	2%&0%	i	16%&9%	-17%&5%	-1%&-21%	26%	-14%&-22%
O=C(NC1CCSC1=O)C1CCCCC1 (stereo not given)	-2%	4%	-5%	i	.	2%	0%	-23%	4%
CCOc1ccc(N2CSC3=C(C#N)C(c4ccco4)CC(=O)N3C2)cc1 (stereo not given)	-4%	-7%	3%	i	-14%	0%	-22%	i	24%
CCN(CC)CCn1c(=S)[nH]c2ncccc2c1=O	-1%	.	-3%	.	-1%	0%	12%	i	-28%
O=C(O)CC(NC(=O)C(c1ccccc1)c1ccccc1)c1ccc(F)cc1 (stereo not given)	-2%	1%	-6%	i	23%	2%	8%	-2%	-27%
COc1ccc(S(=O)(=O)N2CCCN(CC(=O)Nc3ccccc3F)CC2)cc1	1%	-1%	-14%	i	-17%	?	-9%	i	28%
O=c1c2ccccc2c(/C=N/c2n[nH]c(CCCO)n2)c(O)n1-c1ccccc1Cl	2%	2%	30%	i	5%	37%[activator]	10%	-9%	3%
COc1ccc(N2CCN(C(=O)COC(=O)c3cccc(S(=O)(=O)Nc4cccc(C)c4)c3)CC2)cc1	0%	-2%	-7%	i	-4%	?	-9%	-86%[inhibitor]	19%
Cc1ccc(-n2c(=O)[nH]c3c(C(N)=O)nc(C(C)C)nc32)cc1	2%	2%	15%	i	-25%	4%	-1%	-18%	29%
CCC(CC)C(=O)Nc1ccc(Nc2ccccc2)cc1	3%	1%	-13%	i	22%	?	14%	i	.
O=C(CN1C(=O)c2ccccc2C1=O)NC(Cc1ccccc1)C(=O)O (stereo not given)	.	1%	-5%	i	2%	13%	5%	-1%	.

Compound activity (PubChem BioAssay)
